High-throughput results (PubChem)
ATXN2 expr inh: Primary qHTS for Inhibitors of ATXN expression | HEK-293 ATXN2-luciferase reporter, luminescence, 24 h | AID 1745845, 2022 | 360,000 compounds, 0.72% hits | Potency, µM (doses to about 57 µM), for inactives: at the top dose activity change, negative = inhibition, hits mostly inhibitors; also: potency is read from the fitted curve at half-maximal effect; % is scaled to controls: 0 for no effect and ±100 for the full control effect; nearly all actives have a fitted effect of over 55% in size
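qHTS (up to 57 uM final) was run with 24 h compound exposure of reporter cells at 37 °C. Each well was multiplexed: SteadyGlo luminescence measured ATXN2-luciferase expression after a fluorogenic Gly-Phe-AFC viability readout (25 uM final).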
HT1080 IDH1KD tx: qHTS for induction of synthetic lethality in tumor cells producing 2HG: qHTS for the HT-1080-IDH1KD cell line | HT-1080 IDH1 knockdown viability, ATP luminescence, 48 h | Potency, µM (highest dose often 46.1 µM), without a hit: at the highest dose activity, negative = toxicity, most hits filed as cytotoxic | 360,000 compounds, 2% hits | AID 686971, 2013;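 also: potency is read from the fitted curve at half-maximal effect; 0% = DMSO wells and -100% = cell-free medium wells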
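Assay cells: HT-1080 with IDH1 knockdown, 750 per well, RPMI/5% FBS. Exposure: 48 h at 37 °C following 2 h pre-incubation. Read: CellTiter-Glo luminescence; fitted concentration-response, curve class assigned.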
WRN inhibitor: qHTS for Inhibitors of WRN Helicase | AID 651768, 2012 | Potency, µM (titrated, usually from 114 µM), for inactives: top-dose activity change, negative = inhibition, hits mostly inhibitors | WRN helicase unwinding, fluorescent forked duplex, kinetic | 360,000 compounds, 0.46% hits; also: potency is read from the fitted curve at half-maximal effect; % is scaled to controls: 0 for no effect and ±100 for the full control effect; nearly all actives have a fitted effect of over 55% in size
Target sequence (Q14191 whole entry, looked up): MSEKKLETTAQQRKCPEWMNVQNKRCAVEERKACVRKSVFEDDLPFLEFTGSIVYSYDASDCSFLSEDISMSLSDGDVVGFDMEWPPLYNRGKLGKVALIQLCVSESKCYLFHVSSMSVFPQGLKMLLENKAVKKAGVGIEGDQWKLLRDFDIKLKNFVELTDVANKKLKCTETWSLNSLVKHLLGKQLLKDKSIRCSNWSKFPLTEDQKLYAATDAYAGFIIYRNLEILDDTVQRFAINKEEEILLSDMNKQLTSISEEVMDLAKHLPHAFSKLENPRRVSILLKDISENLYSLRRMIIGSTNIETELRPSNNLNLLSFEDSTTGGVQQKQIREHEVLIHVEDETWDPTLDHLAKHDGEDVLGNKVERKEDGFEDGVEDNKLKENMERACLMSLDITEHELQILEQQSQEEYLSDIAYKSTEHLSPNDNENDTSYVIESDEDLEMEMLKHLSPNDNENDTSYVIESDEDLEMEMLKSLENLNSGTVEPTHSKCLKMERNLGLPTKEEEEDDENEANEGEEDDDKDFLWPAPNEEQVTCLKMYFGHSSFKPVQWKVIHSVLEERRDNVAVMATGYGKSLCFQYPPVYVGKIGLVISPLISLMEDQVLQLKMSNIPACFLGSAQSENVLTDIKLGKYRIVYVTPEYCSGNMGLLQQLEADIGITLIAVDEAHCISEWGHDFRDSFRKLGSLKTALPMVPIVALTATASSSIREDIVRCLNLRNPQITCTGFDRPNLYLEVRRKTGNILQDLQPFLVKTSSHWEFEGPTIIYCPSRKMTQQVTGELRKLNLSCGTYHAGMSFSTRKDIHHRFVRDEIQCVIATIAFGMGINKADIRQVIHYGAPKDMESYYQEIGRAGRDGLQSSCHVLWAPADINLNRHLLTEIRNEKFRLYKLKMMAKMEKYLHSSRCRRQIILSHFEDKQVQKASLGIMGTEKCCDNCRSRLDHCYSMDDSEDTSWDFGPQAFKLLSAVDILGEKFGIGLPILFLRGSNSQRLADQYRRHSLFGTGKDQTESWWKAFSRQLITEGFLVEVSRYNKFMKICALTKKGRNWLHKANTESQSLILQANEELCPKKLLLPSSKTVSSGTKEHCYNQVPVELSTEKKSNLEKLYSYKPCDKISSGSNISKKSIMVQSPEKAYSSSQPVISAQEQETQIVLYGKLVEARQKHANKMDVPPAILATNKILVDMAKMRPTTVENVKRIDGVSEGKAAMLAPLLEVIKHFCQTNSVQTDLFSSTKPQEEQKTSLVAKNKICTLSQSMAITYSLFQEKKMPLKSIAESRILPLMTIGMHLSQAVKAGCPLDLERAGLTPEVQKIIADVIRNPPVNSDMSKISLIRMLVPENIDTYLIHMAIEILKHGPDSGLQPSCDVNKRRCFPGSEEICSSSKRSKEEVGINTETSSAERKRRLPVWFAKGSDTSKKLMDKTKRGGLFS
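WRN at 20 nM final was preincubated with compound for 15 min at room temperature; reaction started with 100 nM forked duplex oligonucleotide carrying fluorophore and quencher plus 2 mM ATP (final). Unwinding followed kinetically by red fluorescence (ex 525/em 598 nm).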
KB-3-1 cytotox: qHTS assay for MDR1-selective chemotherapeutics: Primary screen using the parental adenocarcinoma cell KB-3-1; Potency, µM (highest dose often 46.1 µM), for the others: at the highest dose activity change, negative = cytotoxic, usual class: cytotoxic; KB-3-1 viability, CellTiter-Glo ATP luminescence, 72 h; 400,000 compounds, 1.4% hits; also: potency is read from the fitted curve at half-maximal effect; % is scaled to controls: 0 for no effect and ±100 for the full control effect; nearly all actives have a fitted effect of over 60% in size
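Here the drug-naive KB-3-1 line serves as comparator for MDR sub-line selectivity; cells received compound titrations, 72 h at 37 °C, then CellTiter-Glo readout.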
MCF10A rereplic: A quantitative high throughput screen for small molecules that induce DNA re-replication in MCF 10a normal breast cells. 350,000 compounds, 2.9% hits. Potency, µM (highest dose often 46.1 µM), for inactives: at the highest dose activity, positive = re-replication, hits mostly activators. MCF 10A DNA re-replication, Hoechst nuclear intensity, 48 h. AID 624296, 2012; also: potency is read from the fitted curve at half-maximal effect; % of control where 0% means no effect; nearly all actives have a fitted effect of over 50% in size
SW480 rerep: A quantitative high throughput screen for small molecules that induce DNA re-replication in SW480 colon adenocarcinoma cells. SW480 DNA re-replication, Hoechst DNA content imaging, 48 h. Potency, µM (highest dose often 46.1 µM), inactives show at the highest dose re-replication activation, actives largely listed as activators. 340,000 compounds, 1.8% hits; also: potency is read from the fitted curve at half-maximal effect; % of control where 0% means no effect; nearly all actives have a fitted effect of over 55% in size
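Per well, 250 cells were exposed to pinned compound for 48 hr. Nuclear DNA was visualised with Hoechst (40 min, 37 C) and total object intensity recorded by fluorescence scanning.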
HT1080NT lethal: qHTS for induction of synthetic lethality in tumor cells producing 2HG: qHTS for the HT-1080-NT fibrosarcoma cell line. HT-1080-NT fibrosarcoma viability, CellTiter-Glo ATP luminescence, 48 h. Potency, µM (top dose mostly 46.1 µM), inactives show at the top dose activity, negative = less viability, actives largely listed as cytotoxic. 360,000 compounds, 1.6% hits. AID 686970, 2013;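 also: NT is the 2HG producing partner of a matched IDH1 knockdown line; potency is read from the fitted curve at half-maximal effect; 0% = DMSO-treated cells and -100% = media-only wells without cells; nearly all actives have a fitted effect of over 55% in size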
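HT-1080-NT fibrosarcoma cells (2HG-overproducing), 750 cells/well in RPMI with 5% FBS, dosed after 2 h and incubated 48 h at 37C. CellTiter-Glo luminescence normalized to DMSO and no-cell wells; concentration-response curves fitted and classed.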
IL-1B inflam inh: qHTS for Inhibitors of Inflammasome Signaling: IL-1-beta AlphaLISA Primary Screen | 360,000 compounds, 4.7% hits | AID 743279, 2014 | THP-1 LPS/ATP IL-1B secretion, AlphaLISA, 16 h; stronger effect = lower value | activity change, % at 57.5 µM; in the data active = activity change below about -50%; inconclusive = mostly about -30% to -49%; also: % is scaled to controls: 0 for no effect and ±100 for the full control effect
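Secreted IL-1B measured by AlphaLISA bead assay after 16 h compound exposure of THP-1 cells; compounds (final up to 57.5 uM) added 1 h before LPS (250 ng/mL) and ATP (1.25 mM) stimulation; lower signal means less secretion.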
KB-V1 cytotox: qHTS assay for MDR1-selective chemotherapeutics: Primary screen using the drug-selected MDR subline cells KB-V1; KB-V1 MDR cells viability, CellTiter-Glo, 72 h; Potency, µM (series often up to 46.1 µM), for inactives: at the highest dose activity change, negative = cytotoxicity, actives largely listed as cytotoxic; 400,000 compounds, 3.4% hits; also: potency is read from the fitted curve at half-maximal effect; % is scaled to controls: 0 for no effect and ±100 for the full control effect; nearly all actives have a fitted effect of over 60% in size
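Cytotoxicity toward P-gp-expressing KB-V1 cells was determined as loss of CellTiter-Glo luminescence after 72 h at 37 degrees C. Compounds were tested in quantitative HTS format across a concentration range, with curves fitted to normalized data.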
Starred values were filed as active, the others as inactive; i = inactive; u = inconclusive; x = no result given; ! = not active in a repeat; [ ] = remark or other dose. Unless noted, calls follow the shape of the dose curve; as a rule, active = well fitted curve in the direction sought with a large enough effect; inconclusive = small, poorly fitted or top-dose-only effect, or another doubt; inactive = no such curve, though single readings can be large; an effect the other way counts as inactive or inconclusive.

SMILES	ATXN2 expr inh	HT1080 IDH1KD tx	WRN inhibitor	KB-3-1 cytotox	MCF10A rereplic	SW480 rerep	HT1080NT lethal	IL-1B inflam inh	KB-V1 cytotox
Cc1ccc2c(c1)C=CC(C)N2C(=O)c1ccccc1 (stereo unspecified)	2%	-21%	-12%[57.1 µM]	-1%	30%	1%	-17%	41	-14%
CCN(CCO)C(=O)CC(c1ccccc1)c1cc(Br)ccc1O (stereo unspecified)	3%	-4%	u	-2%	3%	0%	-5%	1	u
COc1cc(C2NC(C(=O)O)Cc3c2[nH]c2ccccc32)cc(OC)c1OC (stereo unspecified)	-6%	-1%	-10%	1%	26%	13%	3%	33	0%
CN(C)c1cccc(CNC(=O)c2csc([C@@H]3O[C@H](CO)[C@@H](O)[C@H]3O)n2)c1	15%	0%	0%	0%	x	x	25%	13	7%
Cc1ccc2c(Cl)c(C)c(N3CCCC3)nc2n1	-4%	4%	1%	32%	u	-4%	15%	19	u
COc1ccc(CCc2ccc3ccccc3n2)cc1	57%[activator]	-26%	0%	3%	18µM*	-2%	5%	-2	-11%
Cc1ccc2nsnc2c1NC(=O)Cc1ccc(Cl)cc1	-3%	8%	2%	12%	7%	11%	8%	8	3%
C=CCn1c(SCC(=O)NNC(=S)Nc2ccccc2)nnc1-c1ccccc1	0%	-2%	10%	9%	5%	33%	4%	x	0%
Cc1ccc(N(C)S(=O)(=O)c2cccc(C(=O)OCC(=O)N(C)Cc3ccccc3)c2)cc1	x	5%	0%	-1%	x	x	-3%	6	35%
Cc1ccc(NS(=O)(=O)c2ccc(OCC(=O)NCc3ccco3)cc2)cc1	-20%	-3%[9.24 µM]	-10%	-8%	18%	-2%	-7%	-20	u
CCCC(C)NC(=O)c1sc2nc3n(c(=O)c2c1C)CCC3 (stereo unspecified)	x	6%	-1%	2%	7%	-9%	6%	5	u
COc1ccc(OC)c2sc(N(CCCN(C)C)C(=O)CCS(=O)(=O)c3ccccc3)nc12	u	u	-25%	16µM*	5.8µM*	u	-1%	-107*	u
O=C(CCN1CCN(c2ccc(F)cc2)CC1)Nc1ccc(F)cc1	-13%	-5%	-4%	0%	-1%	-3%	-6%	4	-2%
NC[C@@H]1O[C@H](C23CC4CC(CC(C4)C2)C3)Cc2c1ccc(O)c2O	u	u	-4%	u	7%	u	u	-25	u
CCn1cnc2cc(NCc3nc4ccccc4n3C)ccc21	-21%	-14%	4%	0%	8%	1%	8%	-6	-24%
N/C(=N/S(=O)(=O)c1ccccc1)c1cccc([N+](=O)[O-])c1	-21%	-2%	3%	-18%	17%	-2%	1%	0	u
CCNC(=O)n1nccc1C(C)Oc1cccc(C(F)(F)F)c1 (stereo unspecified)	-2%	-1%	1%	1%	-1%	-14%	-2%	27	u
COc1ccc(NC(=O)C2(C)CCN2CC2CCCCC2)cc1OC (stereo unspecified)	-19%	-1%	-3%	0%	x	x	0%	-12	-2%
CCC(=O)Nc1ccccc1N1CCN(c2ccc(F)cc2)CC1	2%	6%	-5%[57.1 µM]	4%	0%	0%	-1%	-26	-1%
COc1ccc(CCN2CC(C(=O)NCCc3cccnc3)CCC2=O)cc1 (stereo unspecified)	5%	22%	-12%	-8%	-3%	0%	10%	i	3%
CC(C)OCCc1cccc[n+]1[O-]	8%	1%	-3%	u	x	x	u	17	4%
Cc1ccc(C)c(N(CC(=O)Nc2ccccc2C(=O)NCc2ccco2)S(=O)(=O)c2ccccc2)c1	1%	0%	-10%	u	13%	14%	-7%	-11	u
COc1cccc(C(NC(C)=O)c2nc(-c3ccc(C)c(C)c3)cs2)c1 (stereo unspecified)	-1%	3%	-4%	0%	x	x	5%	16	2%
CN(C)n1cnc2ccsc2c1=O	-6%	29%	-4%[57.1 µM]	5%	2%	-1%	19%	5	12%
O=C(NCc1ccccc1Cl)C1CCCN1S(=O)(=O)c1ccccc1F (stereo unspecified)	-9%	-18%	17%	11%	-2%	17%	-7%	-23	u
CS(=O)(=O)NCCSCc1ccc(Cl)cc1	-27%	-4%	6%	6%	-3%	-3%	-4%	-23	14%
COc1ccc2c(c1)C=C(CN1CCN(C(C)C)C(CCO)C1)CO2 (stereo unspecified)	-13%	0%	9%	7%	u	-10%	-8%	2	u
CC(C)c1ccccc1OCCCCCN1CCOCC1	-25%	5%	-15%	4%	u	-20%	-7%	-3	-7%
CN(C)C(=O)CN1C(=O)NC2(CCc3ccccc32)C1=O (stereo unspecified)	-10%	0%	7%	-1%	12%	-3%	-2%	-6	25%
N#Cc1ccsc1NC(=O)c1cccc(-n2cnnn2)c1	22%	0%	u	1%	-3%	-6%	-14%	56	-2%
O=C(Nc1nnc(SCC(=O)N2CCCc3ccccc32)s1)c1ccc2ccccc2c1	11%	0%	-7%	-3%	18%	0%	-2%	7	u
N#Cc1c(C(F)(F)F)cc(-c2ccc(F)cc2)[nH]c1=O	-5%	-13%	-21%	-3%	21µM*	452%	-8%	91	9%
CCNC(=S)N1CCN=C1Nc1nc(C)cc(C)n1	13%	21%	-4%	0%	-4%	-4%	1%	-8	-21%
O=S(=O)(Nc1ccccn1)c1cccs1	24%	6%	-3%	-7%	-2%	-2%	1%	-16	-1%
CCOC(=O)N1CCN(c2ccc(S(=O)(=O)N3CCOCC3)cc2[N+](=O)[O-])CC1	6%	-1%	-4%	-9%	0%	-16%	0%	12	-18%
O=C(c1ccccc1-c1nc2ccccc2[nH]1)N1CCOCC1	-12%	4%	9%	12%	-1%	-6%	2%	-4	2%
CC(Sc1nnnn1-c1ccccc1)C(=O)Nc1ccc(N2CCN(C)CC2)cc1 (stereo unspecified)	8%	0%	-6%	-4%	u	1%	3%	-18	-16%
O=C(Cn1nc(Cc2cccnc2)c2ccccc2c1=O)Nc1ccc2c(c1)OCO2	7%	-4%	1%	2%	23%	-9%	-6%	u	1%
COc1ccc(N(C(=O)CNC(=O)c2ccco2)C(C(=O)NCC2CCCO2)c2ccccc2)cc1 (stereo unspecified)	-4%	12%	-2%	7%	0%	-7%	6%	13	-6%
CCN/N=C(\Cc1nc2ccccc2[nH]1)c1ccccc1	8%	-17%	-5%	7%	21µM*	16%	-1%	3	-9%
CCOC(=O)C1C(=O)NC(N2CCCCC2)=NC1c1ccco1 (stereo unspecified)	0%	8%	-6%	-4%	2%	2%	-2%	-1	14%
CCOC(=O)[C@H](CCc1ccccc1)N[C@H]1CCc2ccccc2N(CC(=O)O)C1=O	24µM*!	-1%	6%	0%	u	-33%	19%	10	6%
Oc1ccc(Br)cc1/C=N/n1c(-c2ccccc2)n[nH]c1=S	x	-5%	-8%	0%	18%	1%	-14%	-7	-9%
O=C(c1cc(S(=O)(=O)N2CCOCC2)ccc1F)N1CCCc2ccccc21	0%	-9%	-4%	-5%	-7%	-3%	0%	24	u
Cc1cc2c(cc1C)CSC(c1c(O)ccc3ccccc13)SC2	u	u	-7%	u	18µM*	18%	23µM*	-78*	-22%
NC(c1csc(Nc2ccc(C(=O)c3ccccc3)cc2)n1)C1CCCCC1 (stereo unspecified)	u	15µM*	-4%	0%	x	x	u	u	-7%
O=c1[nH]c(CS(=O)(=O)c2ccccc2)nc2ccccc12	0%	14%	2%	0%	5%	-2%	3%	-3	22%
COc1ccc(CCN=C(N)NS(=O)(=O)c2ccc(F)cc2)cc1	x	-10%	4%	-26%	6%	3%	-1%	0	u
CCNc1nc2c(cnn2C)c(=O)[nH]1	-3%	-14%	-3%	0%	6%	-2%	-4%	6	-8%
Cc1sc2ncn(Cc3ccccc3F)c(=O)c2c1C	4%	2%	10%	10%	20%	-8%	0%	-7	4%
COc1ccc(CC(=O)NCC(=O)NC(Cc2ccccc2)C(=O)O)cc1 (stereo unspecified)	-5%	-4%	-2%	-4%	0%	-3%	19%	-2	-3%
Cc1cccc(NC(=O)c2ccc3ccccc3n2)n1	73%[activator]	0%	-24%	10%	3%	-3%	-4%	15	7%

Copied from the entries so far (2 entries):
SMILES	ATXN2 expr inh	HT1080 IDH1KD tx	WRN inhibitor	KB-3-1 cytotox	MCF10A rereplic	SW480 rerep	HT1080NT lethal	IL-1B inflam inh	KB-V1 cytotox
COc1ccc(CC(=O)NCC(=O)NC(Cc2ccccc2)C(=O)O)cc1 (stereo unspecified)	-5%	-4%	-2%	-4%	0%	-3%	19%	-2	-3%
Cc1cccc(NC(=O)c2ccc3ccccc3n2)n1	73%[activator]	0%	-24%	10%	3%	-3%	-4%	15	7%

This is a random part of the collection. About 12% of those tested had a hit in this group.
